# Bioassay records from PubChem BioAssay.
# GALK inhibitor – qHTS Assay for Inhibitors of Human Galactokinase (GALK); Potency, µM (top dose mostly 57.5 µM), for the others: at the top dose activity change, negative = inhibition, usual class: inhibitors; Purified GALK, Kinase-Glo residual ATP luminescence; P51570; AID 1868, 2009; 0.007% of 270,000 active; also: potency is read from the fitted curve at half-maximal effect
#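 Compounds were pin-transferred into ATP buffer (35 uM final), then GALK plus galactose (5 nM, 100 uM final) was added. After 1 h at room temperature, Kinase-Glo Plus was added and luminescence read after 10 min.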
# USP2a block – qHTS Assay for Inhibitors of Ubiquitin-specific Protease USP2a Using CHOP2 as the Reporter. USP2 core, Ub-CHOP2 coupled fluorogenic reporter, 485/531. Potency, µM (top dose mostly 38.3 µM), for the others: top-dose activity change, negative = inhibition, hits mostly inhibitors. 0.01% of 330,000 active;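 also: potency is read from the fitted curve at half-maximal effect; plate controls were DMSO wells for no effect and full inhibition by NEM control for full effect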
#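 Deubiquitinase activity read as fluorescence (485/531 nm) after Ub-CHOP2 cleavage activates the enterokinase reporter on its substrate; USP2 core 10nM, Ub-CHOP2 and substrate 25nM each, 30min compound preincubation then 60min RT; data normalized to NEM, curves fitted.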
# KCNH2 WT inh – qHTS for Inhibitors of KCHN2 3.1: Wildtype qHTS. Voltage-gated inwardly rectifying potassium channel KCNH2 (Homo sapiens), Q12809. U2OS, BacMam KCNH2, thallium flux FluxOr; hits give low values. activity change, % at 1.84 µM. 0.37% of 340,000 active;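 active = maximum activity change below -70%; inconclusive = maximum activity change between -70% and -50%; inactive = maximum activity change above -50%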
#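 U2OS cells were transduced with wild-type KCNH2 virus (2.03 x 10^8 / mL) for 4 h at room temperature, then cultured overnight at 37 C. Thallium flux was read with FluxOr dye. Rate constants were normalized to DMSO controls.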
# KCNH2 3.1 block – qHTS for Inhibitors of KCHN2 3.1: Mutant qHTS; Potassium voltage-gated channel subfamily H member 2, brain isoform KCNH2 3.1 (human); U2OS KCNH2 3.1, thallium flux FluxOr; hits give low values; activity change, % (tested at about 1.8 µM); 0.95% of 340,000 active;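 active = maximum activity change below -70%; inconclusive = maximum activity change from -70% to -50%; inactive = maximum activity change above -50%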;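 also: thallium influx rate constant from kinetic fluorescence after stimulation buffer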
#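 Virally transduced U2OS (3.1 isoform, 4 h infection in dark at RT) → overnight 37 C → FluxOr + Red40 in HBSS/HEPES, 45 min → stimulation buffer, 2 min kinetic read → rate constant vs DMSO controls.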
# B2AR arrestin – qHTS assay of beta-arrestin-biased ligands of beta2-adrenergic receptor; Beta-2 adrenergic receptor (Homo sapiens), P07550; beta-arrestin recruitment to beta2AR, cell-based reporter; Potency, µM (doses to about 46.1 µM), inactives show at the top dose activation, usual class: activators; 0.02% of 330,000 active;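 also: potency is read from the fitted curve at half-maximal effect; 0% = DMSO controls and full agonism = EC100 isoproterenol or metaproterenol; nearly all actives have a fitted effect of over 65% in size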
# Target sequence (P07550 whole entry, looked up): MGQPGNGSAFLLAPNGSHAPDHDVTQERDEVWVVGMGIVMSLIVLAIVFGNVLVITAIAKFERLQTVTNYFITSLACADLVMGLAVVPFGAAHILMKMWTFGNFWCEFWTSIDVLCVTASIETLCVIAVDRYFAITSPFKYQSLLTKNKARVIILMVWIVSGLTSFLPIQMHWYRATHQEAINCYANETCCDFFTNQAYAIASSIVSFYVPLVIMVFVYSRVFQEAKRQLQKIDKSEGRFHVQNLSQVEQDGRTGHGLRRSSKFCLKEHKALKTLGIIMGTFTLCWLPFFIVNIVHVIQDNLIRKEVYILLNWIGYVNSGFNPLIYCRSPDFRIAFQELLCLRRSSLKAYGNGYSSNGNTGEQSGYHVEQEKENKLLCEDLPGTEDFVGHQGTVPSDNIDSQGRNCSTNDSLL
# FBPA coupling cs – qHTS Assay for Inhibitors of Fructose-1,6-bisphosphate Aldolase from Giardia Lamblia: Coupling assay counterscreen; coupling enzyme system counterscreen, AmpLite Red fluorescence; activity change, negative = inhibition, % at 58.2 µM, hits read low; 0.67% of 290,000 active; AID 2472, 2010; in the data active = activity change below about -30%
#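 First, compound is pin-transferred into glyceraldehyde-3-phosphate coupling-enzyme reagent at 57.5 uM final and held 10 min at RT. Next, substrate, coupling system and AmpLite Red are added. After 20 min RT, fluorescence (525/598 nm) is read.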
# uPA surface inh – qHTS for Inhibitors of Cell Surface uPA Generation. cell surface uPA generation assay, qHTS. Potency, µM (doses to about 38.3 µM), for the others: at the top dose activity change, negative = inhibition, usual class: inhibitors. 0.31% of 330,000 active. AID 540303, 2011; active = well fitted inhibition curve with a large enough effect; inconclusive = small, poorly fitted or top-dose-only effect; inactive = no such curve, though single readings can be large or run the other way; tested in mouse RAW 264.7 cells; also: potency is read from the fitted curve at half-maximal effect; nearly all actives have a fitted effect of over 55% in size
# Eya2 inh – qHTS Assay for Inhibitors of the Phosphatase Activity of Eya2. Protein phosphatase EYA2 (Homo sapiens), O00167. recombinant Eya2, OMFP fluorescence dephosphorylation (OMFP is methylfluorescein phosphate). Potency, µM (top dose mostly 76.9 µM), without a hit: at the highest dose activity, negative = inhibition, actives largely listed as inhibitors. 0.006% of 330,000 active. AID 488837, 2010; also: potency is read from the fitted curve at half-maximal effect
#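 Eya2 (0.2 uM) preincubated 10 min at ambient with compound, then OMFP substrate added at 50 uM; 10 min reaction in 50 mM HEPES pH 7.5, 50 mM NaCl, 5 uM MgCl2, 0.05% BSA, 1 mM DTT. Fluorescence read at Ex 485/Em 525 nm.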
# PKM2 activator – qHTS Assay for Activators of Human Muscle isoform 2 Pyruvate Kinase. Potency, µM (titrated, usually from 57.5 µM), for inactives: at the top dose activation, most hits filed as activators. AID 1631, 2009. purified PKM2, Kinase-Glo ATP luminescence, activation; response scale: 0% is enzyme alone, no compound. 0.34% of 260,000 active; also: potency is read from the fitted curve at half-maximal effect; nearly all actives have a fitted effect of over 55% in size
# Target sequence (P14618 whole entry, looked up, canonical isoform): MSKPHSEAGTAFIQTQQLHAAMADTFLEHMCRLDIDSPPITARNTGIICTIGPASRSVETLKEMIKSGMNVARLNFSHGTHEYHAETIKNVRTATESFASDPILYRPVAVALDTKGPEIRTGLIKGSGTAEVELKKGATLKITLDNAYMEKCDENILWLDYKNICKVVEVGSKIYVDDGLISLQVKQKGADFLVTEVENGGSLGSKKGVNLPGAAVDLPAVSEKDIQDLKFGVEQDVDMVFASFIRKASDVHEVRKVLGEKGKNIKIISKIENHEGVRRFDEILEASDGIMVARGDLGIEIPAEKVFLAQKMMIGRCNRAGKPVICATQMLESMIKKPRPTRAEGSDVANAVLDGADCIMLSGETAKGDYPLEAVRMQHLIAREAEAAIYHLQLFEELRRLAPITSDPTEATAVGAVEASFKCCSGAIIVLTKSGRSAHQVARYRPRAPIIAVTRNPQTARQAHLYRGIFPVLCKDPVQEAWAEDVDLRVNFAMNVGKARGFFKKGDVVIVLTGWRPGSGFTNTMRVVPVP
#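 Purified hPK-M2 (>95% pure) converted ADP (0.1 mM final) to ATP with 0.5 mM PEP in 50 mM imidazole pH7.2, KCl, MgCl2, Tween 20, BSA; 1 h at room temperature. ATP detected by Kinase-Glo luminescence.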
# Chronic BCR inh – qHTS Assay to Find Inhibitors of Chronic Active B-Cell Receptor Signaling; ABC-DLBCL IkBa-CBG/CBR reporter, luminescence ratio, 4 h; Potency, µM (titrated, usually from 46.1 µM), for the others: top-dose ratio change, negative = lower green/red ratio, hits mostly inhibitors; 0.05% of 340,000 active; AID 493014, 2011; active = well fitted inhibition curve with a large enough effect in the signal ratio, with a control signal flat, not every such curve was filed as active; inconclusive = small, poorly fitted or top-dose-only effect, or effect the other way, or a change in a side signal; the % refers to the signal ratio;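 also: potency is read from the fitted curve at half-maximal effect; plate controls were basal doxycycline-induced cells for no effect and cells given 10 µM MG132 for full effect; MG132 reads +100%, hits lower the ratio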
#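 TMD8 ABC-DLBCL cells carrying doxycycline-inducible green luciferase fused to IkappaBalpha plus unfused red luciferase were exposed to compounds (up to 46 uM) for 4 hrs at 37C. Activity came from the overlap-corrected green/red luminescence ratio.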
# Giardia kill – Small Molecules that selectively kill Giardia lamblia: qHTS | Giardia lamblia trophozoite viability | activity change, % at 7.66 µM, hits read low | 0.15% of 340,000 active | AID 540267, 2011; in the data active = activity change below about -80%; inconclusive = between about -30% and that limit;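 also: parasites exposed to compound for two days anaerobically before the ATP read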
#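 Media and compound were dispensed first, then trophozoites at 100 cells/well; plates sat 48 hrs at 37 deg C without oxygen before ATP luminescence reagent was added and read after 15-30 min at room temperature.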
# * marks the source's active call; other numbers are inactive results; i = inactive; ? = inconclusive; . = not tested or not shown. Unless noted, calls follow the shape of the dose curve; as a rule, active = well fitted curve in the direction sought with a large enough effect; inconclusive = small, poorly fitted or top-dose-only effect, or another doubt; inactive = no such curve, though single readings can be large; an effect the other way counts as inactive or inconclusive. Unless noted, % is scaled to controls: 0 for no effect and ±100 for the full control effect. Random draw from the library; any-hit rate near 2.4%.
SMILES,GALK inhibitor,USP2a block,KCNH2 WT inh,KCNH2 3.1 block,B2AR arrestin,FBPA coupling cs,uPA surface inh,Eya2 inh,PKM2 activator,Chronic BCR inh,Giardia kill
COc1ccc(CN(CC2CCCO2)S(=O)(=O)c2ccc(C(=O)O)cc2)cc1OC (configuration not stated),3%,-3%,1,2,-0.2%,7,0%,1%,-6%,4%,4
CCOc1ccc2nc(SC(CC)C(=O)Nc3cc(C)on3)sc2c1 (configuration not stated),2%,3%,8,-8,0.4%,3,0%,4%,13%,0%,-8
COc1ccc(N(C(=O)c2cccnc2)S(=O)(=O)c2ccc3c4c(cccc24)C(=O)N3C)cc1,-3%,1%,14,-18,0.6%,-3,-11%,1%,9%,-3%,-2
Cn1c(C(=O)NCCOc2ccccc2Cl)cc(=O)n(C)c1=O,6%,-1%,1,-2,4.9%,0,7%,-2%,2%,-9%,12
CCCOC(=O)c1cccc(Nc2nc(-c3cccnc3)nc3ccccc23)c1,.,2%,i,-4,-0.3%,0,-13%,-3%,2%,13%,18
CN1CCC(=NNC(=O)c2ccco2)CC1,4%,0%,9,1,0.1%,6,-4%,?,-2%,?,-9
O=c1c2ccccc2[nH]c(=S)n1-c1cccc(S(=O)(=O)N2CCCC2)c1,0%,2%,-5,19,-0.5%,-4,0%,-7%,-21%,0%,-1
Cc1ccc2sc(=O)[nH]c2c1,.,1%,-13,5,-0.8%,-1,4%,-6%,-22%,2%,18
Cc1ccc(OCC(=O)N2N=C(c3cccnc3)CC2(O)C(F)(F)F)cc1C (configuration not stated),0%,-1%,-4,6,-1.1%,0,2%,-9%,1%,?,-19
CCN(CC)c1ccc(/C=N/NC(=O)c2cccc(S(=O)(=O)N3CCOCC3)c2)cc1,1%,3%,10,6,-1.2%,0,-6%,-1%,0%,-1%,-6
Cc1cc(=O)[nH]c(SCc2cccc3ccccc23)n1,3%,5%,-6,5,0.2%,9,8%,-11%,.,0%,-6
CN(C)CCNC(=O)Cc1ncc(C(F)(F)F)cc1Cl,6%,-1%,4,-3,-0.4%,-2,1%,-2%,-3%,-2%,-9
O=C(CNS(=O)(=O)c1ccccc1)OCc1cccc([N+](=O)[O-])c1,-4%,8%,18,-1,-0.9%,-7,4%,-20%,14%,4%,13
Cc1cc(C(=O)NCc2ccc3c(c2)OCO3)n(-c2ccccc2)n1,1%,3%,7,-23,0.0%,-1,-6%,-4%,0%,10%,-10
CCCn1c(=NC(=O)CS(=O)(=O)c2ccccc2)sc2cc(S(C)(=O)=O)ccc21,.,2%,-5,-5,7.2%,.,7%,-30%,.,?,13
Cc1cc(OCC(=O)Nc2cccc(S(=O)(=O)N3CCCCC3)c2)ccc1Cl,.,-5%,-14,-12,-2.1%,.,-7%,-9%,.,-6%,-24
O=C(O)c1ccccc1C(=O)Nc1ccc(Oc2ccc3ccccc3c2)cc1,-1%,4%,-5,-12,0.0%,3,-6%,2%,9%,?,-5
COc1ccc(NS(=O)(=O)c2ccc(N3CCCC3)c(NC(=S)Nc3cccc(S(=O)(=O)N(C)C)c3)c2)cc1,2%,1%,.,.,-0.3%,0,.,2%,-21%,-1%,.
CCN(CC)S(=O)(=O)c1ccc2oc(SCc3ccc(F)cc3)nc2c1,1%,-1%,-9,-2,-0.3%,-4,-3%,-14%,2%,-1%,10
Cc1oc(-c2ccccc2F)nc1CS(=O)(=O)CC(=O)NCc1ccco1,0%,0%,-3,-13,-0.2%,4,2%,-24%,-4%,-7%,4
O=C(CC(=O)Nc1cccc(Cl)c1)N/N=C\c1ccccc1,0%,5%,-14,.,-0.4%,-24,-19%,3%,1%,5%,3
O=C(Nc1ccccc1Br)c1cc(=O)c2ccccc2o1,-1%,1%,3,9,-0.3%,2,-5%,-2%,-9%,1%,0
CCN(c1ccccc1)S(=O)(=O)c1cc(C(=O)OC(C)C(=O)Nc2ccc3c(c2)OCCO3)ccc1C (configuration not stated),0%,-2%,7,-4,-0.2%,-2,-6%,-4%,-1%,0%,-3
CCCCCCN1C=C/C(=C\C=C(C#N)C#N)c2ccccc21,7%,4%,-148*,-105*,-0.3%,-5,7%,6%,-16%,11%,-29
Cc1ccc(OCC(=O)N2CCC(N3CC(C)CC(C)C3)CC2)cc1 (configuration not stated),-5%,1%,22,10,-0.6%,.,4%,1%,-9%,-1%,7
O=c1c(CN2CCN(Cc3ccccc3)CC2)coc2ccc(Cl)cc12,2%,-8%,-18,-8,-0.3%,-2,.,-3%,-4%,-2%,0
CCCCc1ccc(NC=C2C(=O)OC3(CCCCC3)OC2=O)cc1,1%,8%,0,14,-0.6%,0,-2%,4%,-3%,4%,-2
S=c1[nH]nc(-c2ccc3ccccc3n2)n1-c1cc(Cl)cc(Cl)c1,-3%,1%,1,-2,-0.2%,-6,-3%,-2%,2%,18%,-21
Cc1ccc(-c2n[nH]c(=O)c3ccccc23)cc1S(=O)(=O)NC(C)(C)C,-3%,2%,-3,3,-0.6%,2,-5%,4%,3%,-2%,14
O=C(Nc1ccc(F)cc1)C1C(c2ccccc2)C1(Cl)Cl (configuration not stated),0%,3%,4,12,-3.6%,-4,1%,-9%,1%,1%,19
COc1cccc(N=C(N)N)c1,0%,1%,-6,28,0.3%,1,9%,-17%,-19%,-9%,5
CN1CCc2c(sc3c2C(=O)NC(c2ccco2)N3)C1 (configuration not stated),4%,4%,2,11,0.1%,-2,.,-8%,-18%,?,14
Cc1sc2ncnc(OCc3nnc(-c4cccs4)o3)c2c1C,-1%,0%,1,0,0.3%,0,4%,1%,1%,-3%,6
Cc1[nH]nc(N2CCCCCC2)c1[N+](=O)[O-],-2%,1%,10,9,-0.2%,-1,-1%,-9%,1%,-5%,13
O=S(=O)(Oc1ccccc1C(=S)N1CCOCC1)c1ccc(Cl)cc1,-4%,-3%,-4,-24,-0.2%,.,14%,-2%,-5%,3%,-15
O=C(CSc1nnc(-c2cccs2)o1)NCc1ccco1,1%,3%,-6,4,0.2%,0,11%,-1%,-3%,7%,20
CCOC(=O)c1c(C)n(-c2ccc(C)cc2)c2c(CC(C)=O)c(Br)c(OC)c(O)c12,0%,4%,-3,-5,-0.8%,0,-4%,3%,8%,3%,0
O=C(NN1C(=O)c2ccccc2NC1c1ccccn1)c1ccc([N+](=O)[O-])cc1 (configuration not stated),-4%,4%,3,-5,-0.3%,2,-3%,5%,-16%,0%,-11
COc1ccccc1NS(=O)(=O)c1cccc(C(=O)NNC(=O)C(NC(N)=O)C(C)C)c1 (configuration not stated),.,-2%,7,-21,-0.2%,3,4%,1%,3%,-5%,0
O=S(=O)(Cc1ccc(Cl)cc1)c1ncc(CO)n1Cc1ccccc1,-2%,0%,0,-9,-1.3%,0,-1%,-3%,1%,0%,?
CC(=O)c1cccc(N(CC(=O)Nc2ccc(S(=O)(=O)N3CCOCC3)cc2)S(C)(=O)=O)c1,-3%,0%,-6,.,-0.1%,.,-6%,0%,9%,2%,-11
CCn1c(Cn2nnc(-c3ccccc3)n2)nnc1SCC(=O)Nc1ccc(N(C)C)cc1,4%,2%,-9,-12,-0.7%,0,5%,4%,-1%,0%,29
O=C(CNC(=O)c1ccc2c(c1)OCCO2)N=Nc1c(O)[nH]c2ccccc12,-6%,0%,1,10,-0.7%,0,-5%,1%,.,-7%,-20
Cn1c(=O)[nH]c(=O)c2c1nc(CN(Cc1ccccc1)Cc1ccccc1)n2CCN1CCOCC1,-1%,-2%,-12,4,0.1%,2,5%,6%,0%,2%,-17
CC(OC(=O)CNC(=O)c1cccs1)C(=O)Nc1ccc(S(N)(=O)=O)cc1 (configuration not stated),.,2%,-1,8,0.4%,.,4%,14%,.,6%,-3
